TEAD-YAP inh – TEAD-YAP interaction inhibition; 640,000 tested, 1.4% active; inhibition, % at 9.12 µM; HEK-TIYL cells, TEAD-Gal4/YAP UAS-luciferase luminescence; in the data active = inhibition above about 32%;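 also: 0% = median of test compound wells and 100% = reference inhibitor wells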
GPR151 activ – activates the human receptor GPR151; Q8TDV0; PathHunter beta-arrestin GPR151 cells, luminescence; activation, % at 11.2 µM; 650,000 tested, 1% active; in the data active = activation above about 4.9%;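 also: 0% = median of compound wells and 100% = cells with positive control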
Target sequence (Q8TDV0 whole entry, looked up): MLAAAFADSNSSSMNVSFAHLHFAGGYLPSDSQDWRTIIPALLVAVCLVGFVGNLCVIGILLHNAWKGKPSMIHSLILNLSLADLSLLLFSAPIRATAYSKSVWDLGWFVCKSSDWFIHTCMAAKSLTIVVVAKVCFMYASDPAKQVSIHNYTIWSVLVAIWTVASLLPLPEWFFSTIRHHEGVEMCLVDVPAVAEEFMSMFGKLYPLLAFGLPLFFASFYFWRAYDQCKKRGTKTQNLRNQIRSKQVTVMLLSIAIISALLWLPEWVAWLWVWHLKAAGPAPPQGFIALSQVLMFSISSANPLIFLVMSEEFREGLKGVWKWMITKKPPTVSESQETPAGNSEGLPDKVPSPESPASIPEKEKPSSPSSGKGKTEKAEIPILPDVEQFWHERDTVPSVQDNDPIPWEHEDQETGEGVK
MITF inh – inhibitors of human MITF | 650,000 tested, 0.91% active | inhibition, % at 2.6 µM | AlphaScreen MITF homodimerization, bead proximity signal; in the data active = inhibition above about 50%;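 also: 0% = vehicle wells with protein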
Target sequence (O75030 whole entry, looked up): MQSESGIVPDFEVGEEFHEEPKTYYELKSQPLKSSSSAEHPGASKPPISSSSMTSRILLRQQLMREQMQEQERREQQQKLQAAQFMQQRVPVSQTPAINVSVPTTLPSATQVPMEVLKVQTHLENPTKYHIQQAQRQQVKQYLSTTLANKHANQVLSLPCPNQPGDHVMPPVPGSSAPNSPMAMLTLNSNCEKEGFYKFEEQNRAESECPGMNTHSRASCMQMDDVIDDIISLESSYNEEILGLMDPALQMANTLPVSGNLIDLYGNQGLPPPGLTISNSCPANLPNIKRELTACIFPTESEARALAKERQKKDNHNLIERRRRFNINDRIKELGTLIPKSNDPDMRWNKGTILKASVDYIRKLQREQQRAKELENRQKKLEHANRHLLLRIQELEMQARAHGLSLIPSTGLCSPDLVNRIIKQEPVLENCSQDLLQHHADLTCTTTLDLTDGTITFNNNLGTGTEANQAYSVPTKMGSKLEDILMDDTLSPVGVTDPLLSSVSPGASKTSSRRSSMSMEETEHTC
FBW7 act – activators of human E3 ligase FBW7; Q969H0; AlphaScreen FBW7–phospho-cyclin E peptide binding, activator screen; normalized activity (activation), % at 26.1 µM; 650,000 tested, 0.13% active; AID 1259310; in the data active = normalized activity above about 1.9%;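 also: purified mutant Fbw7 with reduced substrate affinity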
Active calls of the source: *; & = joins results of further samples; ! = a repeat was not active. Compounds were not picked by outcome (roughly 3.4% active in at least one column).

SMILES | TEAD-YAP inh | GPR151 activ | MITF inh | FBW7 act
Cc1ccc(CN2Cc3cc(Cl)ccc3OC(C)C2)o1 (centres undefined) | -2 | 1.1 | 8 | -0.1
CCN1CCN(CCCNC(=O)c2cc3c(=O)[nH]c4ccccc4c3n2C)CC1 | -6 | -1.3 | -2 | 0.0
Cc1ccccc1NC(=S)N(CCCN1CCCCCC1)Cc1cccs1 | -3 | -0.3 | -10 | -0.1
O=S(=O)(c1ccc(Cl)cc1)N1CCN(c2ccc(-c3cccs3)nn2)CC1 | -14 | 1.0 | 8 | 0.1
CCOc1ccc(NC(=O)CN2CCN(S(=O)(=O)c3ccc(Cl)cc3)CC2)cc1 | 10 | 0.7 | -6 | -0.2
COC(=O)c1ccc(/C=C(\C#N)c2nc3ccccc3[nH]2)cc1 | -30 | 0.1 | -2 | 0.2
COc1ccc(/C=N/NC(=S)NC(C)C)c(OC)c1OC | 1 | 1.3 | 0 | -0.2
Cc1nc(N=Nc2cc(S(=O)(=O)O)c3cc([N+](=O)[O-])cc(S(=O)(=O)O)c3c2)c(COP(=O)(O)O)c(C=O)c1O | -12 | -1.3&1.1 | 77*! | -0.2&0.2
O=C(NCC1(c2cccs2)CCOCC1)c1cccs1 | 1 | 1.2 | 0 | -0.4
CC(NC(=O)CCCn1c(=S)[nH]c2ccsc2c1=O)c1ccccc1 (centres undefined) | -5 | 0.7 | 5 | 0.9

Among those listed so far, these contain sulfur.
SMILES | TEAD-YAP inh | GPR151 activ | MITF inh | FBW7 act
Cc1ccccc1NC(=S)N(CCCN1CCCCCC1)Cc1cccs1 | -3 | -0.3 | -10 | -0.1
O=S(=O)(c1ccc(Cl)cc1)N1CCN(c2ccc(-c3cccs3)nn2)CC1 | -14 | 1.0 | 8 | 0.1
CCOc1ccc(NC(=O)CN2CCN(S(=O)(=O)c3ccc(Cl)cc3)CC2)cc1 | 10 | 0.7 | -6 | -0.2
COc1ccc(/C=N/NC(=S)NC(C)C)c(OC)c1OC | 1 | 1.3 | 0 | -0.2
Cc1nc(N=Nc2cc(S(=O)(=O)O)c3cc([N+](=O)[O-])cc(S(=O)(=O)O)c3c2)c(COP(=O)(O)O)c(C=O)c1O | -12 | -1.3&1.1 | 77*! | -0.2&0.2
O=C(NCC1(c2cccs2)CCOCC1)c1cccs1 | 1 | 1.2 | 0 | -0.4
CC(NC(=O)CCCn1c(=S)[nH]c2ccsc2c1=O)c1ccccc1 (centres undefined) | -5 | 0.7 | 5 | 0.9

(cont.)
SMILES | TEAD-YAP inh | GPR151 activ | MITF inh | FBW7 act
COc1ccc(CNC(=O)NC2CCCCC2)cc1OC | 2 | 0.0 | 9 | -0.2
CCCCCCCOC(=O)C1=C(C)Nc2ncnn2C1c1ccncc1 (centres undefined) | -13 | -0.5 | 6 | 0.3
COc1ccc(OC)c(C2NC(=O)NC(C)=C2C(=O)OCCSc2ccccc2)c1Br (centres undefined) | 5 | 2.8 | 8 | 0.4
CCn1c(Cc2ccccc2)nnc1SCC(=O)NC1CC2CCC1C2 (centres undefined) | -8 | 0.9 | -6 | 0.0
COc1ccc(C2CC(=O)C3=C(C2)NC(=O)CC3c2ccccc2)cc1OC (centres undefined) | 0 | 0.0 | -13 | 0.4
O=C(c1ccc(CN2CCOCC2)o1)C(F)(F)F | 5 | -1.1 | 6 | 0.1
COc1ccc(C(=O)Nc2ccc3oc(-c4cccc(Cl)c4)nc3c2)cc1OC | -3 | -0.9 | -6 | -0.1
O=C(c1ccccc1[N+](=O)[O-])N1CCN(c2nc(-c3ccccc3)cs2)CC1 | -19 | 0.7 | 11 | -0.1
O=C(Nc1c2c(nn1-c1cccc(Cl)c1)CSC2)c1cc(Cl)ccc1[N+](=O)[O-] | 1 | 0.3 | 13 | 0.0
Cc1cc(C(C)(C)C)cc(C)c1CC1=NCCN1 | -3&-7 | 0.3&-1.5&-0.4 | -6&-11&0 | 0.0&-0.1&-0.1

Already shown: an excerpt of the list.
SMILES | TEAD-YAP inh | GPR151 activ | MITF inh | FBW7 act
CCn1c(Cc2ccccc2)nnc1SCC(=O)NC1CC2CCC1C2 (centres undefined) | -8 | 0.9 | -6 | 0.0
COc1ccc(C2CC(=O)C3=C(C2)NC(=O)CC3c2ccccc2)cc1OC (centres undefined) | 0 | 0.0 | -13 | 0.4
O=C(c1ccc(CN2CCOCC2)o1)C(F)(F)F | 5 | -1.1 | 6 | 0.1
COc1ccc(C(=O)Nc2ccc3oc(-c4cccc(Cl)c4)nc3c2)cc1OC | -3 | -0.9 | -6 | -0.1

Other entries:
SMILES | TEAD-YAP inh | GPR151 activ | MITF inh | FBW7 act
Cc1ccc2oc(C(=O)Nc3ccc(Br)cc3C)cc2n1 | -35 | -4.1 | 30 | -0.1
CCOc1ccccc1C1C=C(c2ccc(I)cc2)Nc2nnnn21 (centres undefined) | 8 | -1.0 | 10 | 0.4
CC(C)(C)C(=O)CC1(O)C(=O)N(Cc2ccc(Cl)cc2)c2ccccc21 (centres undefined) | 3 | -0.8 | 1 | -0.1
COc1cc(/C=N/O)ccc1OC(F)F | 2 | 0.6 | 1 | 0.1
COc1ccc(CCC(=O)Nc2ccc(-c3nc4cccnc4s3)cc2)cc1 | -33 | 0.1 | 1 | -0.1
NC1=NN2C(=CSC2c2ccc(F)cc2)S1 (centres undefined) | 2 | 1.0 | 3 | -0.1
Cc1ccc(-c2csc3ncnc(-n4nc(C)cc4N)c23)cc1 | 7 | -0.4 | -15 | 0.1
COc1cccc(C2=N/C(=C\c3ccc(F)cc3)C(=O)O2)c1 | 0 | 1.3 | 9 | 0.1
O=C(CSc1nc2cc3c(cc2c(=O)n1CCC1=CCCCC1)OCO3)NCc1ccco1 | 5 | -0.1 | 9 | 0.2
O=C(NC(=S)Nc1nncs1)C12CC3CC(CC(C3)C1)C2 | -3 | 1.0 | -3 | 0.0
O=C(N/N=C/c1ccc(O)cc1)c1ccccn1 | -24 | -6.7 | 5 | 0.1
Cc1cccn2c(CN3CCCC(C(N)=O)C3)c(C(=O)N(C)CCc3ccccc3)nc12 (centres undefined) | -3 | 0.6 | 5 | 0.0
CC1C/C(=N/NC(=O)c2cccs2)CC(C)(C)C1 (centres undefined) | -48 | -4.9 | 10 | -0.1
COc1ccccc1N(CC(=O)Nc1cccc([N+](=O)[O-])c1C)S(C)(=O)=O | 3 | 0.3 | 3 | 0.0
Cc1c(C(=O)OC(C)C)nnn1-c1nonc1N | 0 | 1.6 | 10 | 0.8
CCOCCCNC(=O)c1cc(CC(C)c2ccccc2)no1 (centres undefined) | 3 | 0.2 | 0 | 0.7
N/C(=N\S(=O)(=O)c1ccc(Cl)cc1)c1ccccc1Cl | 15 | -0.7 | 6 | 0.5
Cc1ccc(S(=O)(=O)NC(=O)N2CCC(c3nc(-c4cnccn4)no3)CC2)cc1 | 5 | 1.7 | 12 | 0.6
CCOC(=O)C(NC(=O)C(Cl)Cl)C(OC(=O)C(Cl)Cl)c1ccccc1 (centres undefined) | -1 | 1.8 | -6 | -0.1
O=C(CC(NS(=O)(=O)c1ccc(Br)cc1)c1ccco1)NC1CC1 (centres undefined) | 2 | -0.5 | -8 | 0.2
COc1ccccc1CN1CCC2(CC1)CC(=O)c1cc(F)ccc1O2 | 0 | 0.7 | -1 | 0.0
CC(=O)N1c2c(cc(Br)cc2S(=O)(=O)N2CCc3ccccc32)CC1C (centres undefined) | 1 | -0.1 | -3 | -0.1
COc1ccc2nc(NC(=O)c3c(-c4ccccc4Cl)noc3C)sc2c1 | 12 | -0.6 | 12 | 0.2
O=C(O)CCn1c(=S)[nH]c2ccccc2c1=O | 0 | 1.2 | -2 | 0.0
Cc1c(Cl)cccc1Nc1nc(-c2ccccc2)nc2ccccc12 | -2 | -0.1 | 8 | -0.1
CC1(C(=O)NC2CCCCCC2)CN(S(C)(=O)=O)CC(=O)N1c1ccc(Cl)cc1 (centres undefined) | -3 | 7.7* | 0 | 0.1
COc1ccc(N2CCN(C(=O)COc3ccccc3OC)CC2)cc1 | 2 | 0.1 | 11 | -0.1
COc1cc(/C=C/C(=O)Nc2ccc([N+](=O)[O-])cc2C)cc(OC)c1OC | -15 | 0.1 | -5 | -0.3
CC(NC(=O)C1CC(Cc2ccc(F)cc2)=NO1)c1ccc(F)cc1 (centres undefined) | -14 | 3.4 | -12 | -0.1
Cc1ccn(C(=O)c2ccc(Cl)cc2)n1 | 5 | 1.2 | -2 | 0.0
CCOC(=O)Cn1nnnc1CN1CCN(c2ccccc2)CC1 | -5 | 2.9 | -1 | -0.2
COc1cc([N+](=O)[O-])ccc1NC(=O)NCc1cccs1 | 7 | 4.9 | 18 | 0.4
COc1ccc(-n2nc(C#N)c(N)c(C#N)c2=N)cc1 | 8 | -1.2 | 14 | -0.2
CC(C)(C)c1cc(N2C(=O)C(=O)/C(=C(/O)c3ccc(Br)cc3)C2c2ccc([N+](=O)[O-])cc2)no1 (centres undefined) | 4 | -0.2 | -19 | 0.0
COc1ccc(NC(=O)C2CCN(c3nc(-c4ccc(C)cc4)no3)CC2)cc1Cl | -9 | 0.1 | -2 | 0.0
Cc1cnc(C(=O)OCC(=O)Nc2ccc(F)c([N+](=O)[O-])c2)cn1 | 5 | 4.1 | 6 | -0.1
CCn1c(=O)n(CC(=O)N2CCCC2)c(=O)c2ccccc21 | 2 | -0.7 | 13 | 0.0
CN(c1ccccc1)S(=O)(=O)c1ccc(C(=O)Nc2c(C(N)=O)oc3ccccc23)cc1 | 18 | 0.8 | -10 | 0.0
Cc1nc(NCCNC(=O)Nc2cccc(Cl)c2C)cc(-n2cccn2)n1 | 4 | -0.7 | -2 | 0.0
Cc1ccccc1NCN1C(=O)C2CCC(C)(C1=O)C2(C)C (centres undefined) | -6 | -1.4 | 3 | 0.0
CC(=O)N1CCn2c3c(c4cc(C5CCCCC5)ccc42)CCCC31 (centres undefined) | 7 | 1.4 | 5 | 0.0
Cc1ncn(-c2ccc(Nc3cc(-c4nocc4-c4cn[nH]c4C)ccn3)cc2)n1 | 21 | -1.2 | 4 | 0.8
Cc1ccc2oc(-c3cccc(NC(=O)c4ccccc4[N+](=O)[O-])c3C)nc2c1 | -20 | 0.2 | -6 | -0.1
CCOCCCn1c(=S)[nH]c2cc(C(=O)N3CCN(c4ccccc4)CC3)ccc2c1=O | -20 | -0.8 | 10 | 0.8
CCOC(=O)c1ccc2c(c1)nc(-c1ccc(Cl)cc1)c1nccn12 | 0 | 1.4 | 3 | -0.1
CN(C)c1ccc(/C=C/C=N/n2cnnc2)cc1 | -23 | -0.6 | 26 | 0.3
CC(C)C/C=N/NC(=O)c1ccc2c(c1)NC(=O)C(C)(C)O2 | -13 | -0.3 | 60* | 0.0
OC1CCC(Nc2ncnc3sc4c(c23)CCCCC4)CC1 (centres undefined) | -4 | 2.1 | 14 | 0.1
CCC(=O)N(c1ccc(C)c(Cl)c1)C1C=CS(=O)(=O)C1 (centres undefined) | 5 | 0.1 | 1 | -0.1
O=C(Nc1cccc2ccccc12)c1nn2c(c1Br)NC(c1ccc(Br)o1)CC2C(F)(F)F (centres undefined) | -3 | -0.1 | 0 | -0.2

Additional structures follow:
SMILES | TEAD-YAP inh | GPR151 activ | MITF inh | FBW7 act
Ic1ccc(C2=CSC3=NCCN23)cc1 | 7 | 0.4 | 11 | 0.0
CCOc1ccc(-c2nc(Cn3ccn4nc(-c5ccc(CC)cc5)cc4c3=O)c(C)o2)cc1OC | -16 | 0.2 | 0 | -0.1
OCCN1CCN(Cc2ccc3c(c2)CN(Cc2ccc(CO)o2)CCO3)CC1 | -11 | 0.5 | 3 | 0.0
C=C(C)CNC(=S)NNC(=O)c1ccncc1 | 0 | -0.3 | -6 | 0.1
Cc1ccc(OCC(=O)Nc2cc(-c3nc4ncccc4o3)ccc2C)cc1C | 1 | 0.4 | 14 | 0.0
O=C(Oc1ccc(Cl)cc1)N1CCCCC1 | -34 | 0.7 | 12 | 0.3
COc1ccccc1N1CCN(C(=O)c2ccc3c(=O)n(Cc4ccc(Cl)cc4)c(=S)[nH]c3c2)CC1 | 1 | 1.9 | -5 | -0.1
COC(=O)c1ccc(COc2ccc(I)cc2)cc1 | 10 | -0.3 | -18 | 0.0
CCOC(=O)c1c(NC(=O)CSc2ccc([N+](=O)[O-])cn2)sc(C)c1C | 3 | 1.2 | 18 | 0.8
CN(Cc1ccccc1)C(=O)CCS(=O)(=O)c1ccc(Cl)cc1 | -1 | 0.6 | 5 | 0.0
COc1cc(C2CC(=O)NC(SCC(=O)Nc3ccccc3C)=C2C#N)cc(Br)c1O (centres undefined) | -6 | -0.6 | 0 | 0.1
NCCCNc1c(F)c(F)nc(F)c1F | 4 | 0.1 | -2 | 0.0
Cc1ccc(-c2noc(CNC(=O)COc3ccc(Br)cc3C)n2)cc1 | 3 | 0.6 | 8 | 0.0
Cc1ccc(S(=O)(=O)NCCCN2CCOCC2)cc1 | -2 | 1.9 | 3 | -0.1
COC(=O)/C(C#N)=C/c1c(Oc2ccccc2C)nc2c(C)cccn2c1=O | 7 | -0.5 | 11 | 0.3
O=C(COc1ccccc1)Nc1ccccn1 | 21 | -3.9 | 1 | -0.2
O=C1CCc2cc(S(=O)(=O)N3CCCC3C(=O)NCc3ccccc3Cl)ccc2N1 (centres undefined) | 4 | -0.3 | 10 | 0.8
CC1(C(=O)O)NC(c2cc(Cl)cc(Cl)c2O)C2C(=O)N(c3ccccc3)C(=O)C21 (centres undefined) | -23 | -0.6 | -3 | -0.3
CC(C)(C)c1ccc(-c2csc(NC(=O)c3ccc(C(=O)c4ccccc4)cc3)n2)cc1 | 0 | 0.0 | 6 | -0.1
Nc1cc(N)nc(SCC(=O)Nc2nc3ccccc3s2)n1 | 2 | 3.4 | -9 | 0.1
Cc1ccc(/C=C2\SC(=Nc3cccc(C(=O)O)c3)N(C)C2=O)o1 | -1 | -0.8 | 2 | -0.1

Compound activity deposited in PubChem by The Scripps Research Institute Molecular Screening Center.
